RMI-FANCM inh – disruptors of RMI1/RMI2 association with MM2 peptide – biochemical, fluorescence polarization, human, primary screen; RMI core complex with F-MM2 peptide; stronger effect = lower value; FP signal (polarization) at 33 µM; 0.58% of 70,000 active; AID 1159607, 2016; in the data active = FP signal below about 40; note: inactives centre near 61; strong numbers were not always called active; unit not given here
An asterisk follows results filed as active; & = joins results of further samples. A portion of the library; rates above refer to the full screens.

No.	structure	RMI-FANCM inh
1	Cc1c(-c2ccnn2C(=O)c2ccco2)cnn1-c1ccccc1	57
2	NNC(=O)C1CCCN(S(=O)(=O)c2cccs2)C1 (configuration not stated)	69
3	CCCc1cc(=O)n(CC(=O)Nc2nc(C)cs2)cn1	66
4	CC1(C)COc2ccc(NC(=O)c3ccc(F)cc3)cc2NC1=O	64
5	O=C(Cc1csc(Nc2ccc(F)cc2)n1)N1CCN(c2ncccn2)CC1	64
6	O=S(=O)(c1ccccc1)c1nnn2c1nc(Nc1cccc(F)c1)c1ccccc12	59
7	Cn1nccc1C(=O)Nc1sc2c(c1C(N)=O)CCC2	68
8	O=C(NCCOc1cccc(C(F)(F)F)c1)c1cc2ccccc2oc1=O	63
9	CCOc1ccc(-c2ccc(=O)n(CCCC(=O)NCc3ccc(F)cc3)n2)cc1	73
10	O=C(Oc1ccccc1)c1cc([N+](=O)[O-])cc2c1-c1ccc([N+](=O)[O-])cc1C2=O	55
11	CC(C)S(=O)(=O)c1cscc1NC(=O)c1ccc(Cl)cc1	55
12	COc1cccc2cc(C(=O)OC3CC4CCC3(C)C4(C)C)c(=O)oc12 (configuration not stated)	123
13	Cc1ccc(S(=O)(=O)N2CCCC2CNC(=O)C(=O)NCc2ccccn2)cc1 (configuration not stated)	54
14	O=C(Cn1nc(-c2cccs2)c2sc(N3CCOCC3)nc2c1=O)c1ccc2ccccc2c1	66
15	COc1ccc(C(Cl)=C(c2ccc(OC)cc2)c2ccc(OC)cc2)cc1	52&52
16	O=C(O[C@@H]1Cc2c(O)cc(O)cc2O[C@@H]1c1cc(O)c(=O)c2c(O)c(O)cc([C@H]3Oc4cc(O)cc(O)c4C[C@@H]3O)c2c1)c1cc(O)c(O)c(O)c1	39
17	COc1ccc(-n2c(SCC(=O)Nc3cc(C)ccc3C)nc3c(oc4ccccc43)c2=O)cc1	65
18	CCc1c(C)nc(SCc2cccnc2)[nH]c1=O	54
19	CSc1nsc(SC)c1C(=O)NC(=O)Nc1cc(C)on1	53
20	COc1ccc(CC(=O)NCCOc2ccc3nnc(-c4cccc(F)c4)n3n2)cc1	71
21	Cc1ccc(N2C(=O)CNC2=S)cc1	51
22	CC(=O)Nc1ccc(C(=O)NCCNC(=O)c2c(F)cccc2Cl)cc1	65
23	Cc1ccc(NC(=O)CSc2nc(C)c(C(=O)Nc3ccccc3C)c(-c3ccc(Cl)cc3)c2C#N)cc1C	130
24	CC(=O)Nc1ccc(OCC(O)Cn2cccn2)cc1 (configuration not stated)	64
25	N#Cc1c(N=Cc2c[nH]c3ccccc23)oc(-c2ccccc2)c1-c1ccccc1	145
26	Cc1cc(NC(=O)CSc2ccc(NC(=O)C(C)C)nn2)no1	72
27	CCC(=O)Nc1ccc(C(=O)NCCNS(=O)(=O)c2ccc(Cl)c(Cl)c2)cc1	66
28	O=C1NC(=Nc2ccc(Cl)cc2)SC1Cc1cccc(C(F)(F)F)c1 (configuration not stated)	69
29	c1ccc(CN2CCN(Cn3nnc4ccccc43)CC2)cc1	58
30	CC(=O)ON(CC(=O)Nc1ccccc1C(=O)c1ccccc1)C(C)=O	61&52
31	CCOc1cc(-c2nnc(NC(=O)Cc3cccc4ccccc34)o2)cc(OCC)c1OCC	61
32	COc1ccccc1OCC(=O)Nc1cccc(C(=O)O)c1	65
33	CCOC(=O)Cn1c(=NC(=O)COc2ccc(Cl)cc2)sc2cc(S(N)(=O)=O)ccc21	71
34	Cc1nc2ccccc2n1CCC(=O)N/N=C\c1c(O)ccc2ccccc12	70
35	NC(=O)CNC(=O)c1n[nH]c2ccccc12	69
36	CCN(C(=O)C(=O)c1cn(CC(=O)N2CCCCC2)c2ccccc12)c1ccc(C)c(C)c1	57
37	CCN(CC)c1ccc(/C=C/C(=O)c2c(O)cc(C)oc2=O)cc1	260
38	COc1ccc(-n2c(C)nc3ccc(NC(=O)COc4ccc(F)cc4)cc3c2=O)cc1	61
39	CC1(C)C2CCC1(CS(=O)(=O)n1cnc3ccccc31)C(=O)C2 (configuration not stated)	68
40	O=C(NCCN1CCOC(c2ccccc2)C1)C1CC1 (configuration not stated)	73
41	CSc1ccccc1C(=O)Nc1ccc2sccc2c1	54
42	CC(C)c1ccc2nc(Nc3nc4ccc(S(C)(=O)=O)cc4s3)sc2c1	59
43	CCC(=O)NCCCn1nc(-c2ccc(Cl)cc2)ccc1=O	70
44	CCOC(=O)c1ccccc1NC(=O)CSc1ccc2nc(-c3ccc(OC)cc3)cn2n1	53
45	O=C(/C=C/c1ccco1)c1ccc2c(c1)OCO2	62
46	Cc1nc(-c2ccccn2)n2nnnc2c1Cl	59
47	O=C(CSc1ncnc2c1oc1ccccc12)N1CCCc2ccccc21	67
48	CCOC(=O)CNC(=O)CSc1nccn1Cc1ccco1	56
49	O=C(O)c1cccc(N2C(=O)CSC2=S)c1	61
50	CC(C)(C)NC(=O)CSc1nnc(NC(=O)NC(C)(C)C)s1	55

(further entries)
No.	structure	RMI-FANCM inh
51	Cc1cc(NC(=O)c2cccc(S(C)(=O)=O)c2)n(C)n1	69
52	COc1ccccc1-c1nnc2ccc(OCCNC(=O)Nc3ccccc3)nn12	67
53	O=c1cc(-c2ccc(F)cc2)nc(SCc2nc(-c3cccs3)no2)[nH]1	62
54	CCOc1ccc(-c2cc3c(=O)n(CC(=O)Nc4ccc5c(c4)OCO5)ncn3n2)cc1	119
55	COc1ccc2nc(-c3ccc(NC(=O)C(C)Oc4ccccc4F)cc3)cn2n1 (configuration not stated)	79
56	COc1coc(C(=O)Nc2ccccc2C(C)C)cc1=O	62
57	CC(=O)N1N=C(c2cccc([N+](=O)[O-])c2)OC1(C)C	60
58	COc1ccc(C2CC(=O)c3ccc(OC)cc3O2)cc1 (configuration not stated)	59
59	COc1ccc(NC(=O)C(=O)NCC(c2ccsc2)N2CCc3ccccc3C2)c(OC)c1 (configuration not stated)	65
60	O=C(O)Cc1ccc(NC(=O)C2Cc3ccccc3C(=O)O2)cc1 (configuration not stated)	65
61	COc1ccc(NC(=O)Cn2nc(C3CCN(S(C)(=O)=O)CC3)n(C)c2=O)cc1	62
62	COc1ccc(Cl)cc1C(=O)OCn1nnc2ccccc2c1=O	62
63	NNC(=O)c1[nH]c2ccc([N+](=O)[O-])cc2c1-c1ccccc1	61
64	Nc1nc(=S)c2[nH]cnc2[nH]1	57
65	Nc1nc(SCc2c(F)cccc2Cl)[nH]c(=O)c1NC(=O)c1ccco1	55
66	Cc1cccc(N2CCN(C(=O)c3csc(Nc4ccccc4)n3)CC2)c1	64
67	Nc1cc(-c2ccc(Cl)cc2)nn1C1CCS(=O)(=O)C1 (configuration not stated)	70
68	O=C(CSc1nccn2nc(-c3ccccc3)cc12)NCc1ccccc1Cl	79
69	CN(C(=O)c1ccco1)C1(C)CCS(=O)(=O)C1 (configuration not stated)	53
70	COc1ccc(OC)c(S(=O)(=O)c2ccc(Cl)cc2[N+](=O)[O-])c1	64
71	COc1ccccc1NC(=O)c1cnc(SCC(=O)Nc2ccc3c(c2)OCO3)n(C)c1=O	56
72	COc1ccc(C2=Nc3ccccc3SC2c2nc3ccccc3[nH]2)cc1 (configuration not stated)	63
73	Cc1cccc(C(=O)NCCCNC(=O)c2cccc(C)c2)c1	48
74	CCOC(=O)c1sc(NC(=O)c2ccc(-c3ccccc3)cc2)nc1-c1ccccc1	57
75	COc1ccc(NC(=O)CCc2csc(NC(=O)NC3CCCCC3)n2)cc1OC	63
76	Cc1cc(OC(C)C(=O)Nc2ccc(N3CCOCC3)cc2)cc(C)c1Cl (configuration not stated)	63
77	COc1cccc(OC)c1C(=O)Nc1cccc(N2CCCC2=O)c1	62
78	COc1cc(OC)cc(C(=O)N(CCCN(C)C)c2nc3c(F)cc(F)cc3s2)c1	96
79	O=C(CCc1csc(NC(=O)Nc2ccccc2)n1)NC1CC1	64
80	COc1ccc(OC)c2[nH]c(=O)c(CCNC(=O)c3cc(C)cc(C)c3)cc12	58
81	COC(=O)c1c(NC(=O)c2ccc([N+](=O)[O-])o2)sc(Cc2ccc3c(c2)OCO3)c1C	35
82	CC(C)c1ccc(NC(=O)C2=Cc3ccccc3OC2)cc1	69
83	COc1ccc(NC(=O)c2nccnc2C(=O)O)c(N2CCOCC2)n1	56
84	CCn1ccc(C(=O)Nc2ccc3c(c2)OCO3)n1	65
85	CCOC(=O)Nc1c(C(=O)Nc2ccc(CC)cc2)oc2ccccc12	61
86	CCSc1nnc(NC(=O)c2nnn(-c3ccc(OC)cc3)c2C)s1	67
87	CN1CCN(C(=O)CN2C(=O)c3cccc4cccc(c34)C2=O)CC1	86
88	COC(=O)c1cccc2c([N+](=O)[O-])ccc(C(=O)OC)c12	61
89	OC(CN1CCN(Cc2ccccc2)CC1)Cn1c2ccccc2c2ccccc21 (configuration not stated)	62
90	CC1(C)C2=CC3(C)N(CC(=O)N2c2ccccc21)c1ccccc1C3(C)C (configuration not stated)	57
91	CC(Oc1ccc(Cl)cc1Cl)C(=O)NCCOc1cc(N2CCOCC2)ncn1 (configuration not stated)	60
92	O=c1ccc(-c2ccco2)nn1CCNS(=O)(=O)c1cccc(Cl)c1	56
93	CC(=O)C1C(c2cccc(C)c2)NC(=O)NC1(O)C(F)(F)F (configuration not stated)	63
94	CCCN1CCCc2cc(CCNS(=O)(=O)c3ccc(F)cc3C)ccc21	62
95	COC(=O)c1sccc1NC(=O)c1ccc2nonc2c1	53
96	Cc1cccc(C(=O)NNC(=O)c2ccc(=O)n(Cc3ccccc3)c2)c1	66
97	CC1CCC2(OC1)OC1CC3C4CCC5C[C@@H](O)CCC5(C)C4=CCC3(C)C1[C@@H]2C (some centres not stated)	60
98	O=C(O[C@@H]1Cc2c(O)cc(O)cc2O[C@@H]1c1cc(O)c(O)c(O)c1-c1c([C@H]2Oc3cc(O)cc(O)c3C[C@H]2O)cc(O)c(O)c1O)c1cc(O)c(O)c(O)c1	42
99	O=C(CS(=O)(=O)c1cccs1)Nc1ccc(F)cc1F	66
100	O=C(Nc1nc(CCC(=O)N2CCCC2)cs1)c1ccc(=O)[nH]c1	58

More structures follow.
No.	structure	RMI-FANCM inh
101	CN1CCCc2cc(C(CNC(=O)c3ccc(C(F)(F)F)cc3)N3CCOCC3)ccc21 (configuration not stated)	56
102	CCNC(=O)N1CCN(CCCC(c2ccc(F)cc2)c2ccc(F)cc2)CC1	51
103	c1cncc(CNc2nc3ccccc3s2)c1	66
104	O=C(CSc1nc2c(c(=O)[nH]1)CCCC2)Nc1ccc(Cl)cc1	64
105	CCc1nccn1S(=O)(=O)c1ccc2oc(=O)ccc2c1	137
106	Cc1cc(C(F)(F)F)c(C#N)c(SCCc2ccccc2)n1	176
107	NC(=O)CSc1nccc(-c2ccc3c(c2)OCO3)n1	90
108	CCOC(=O)Cc1csc(NC(=O)c2ccc(N3C(=O)CCC3=O)cc2)n1	56
109	N#Cc1ccc(-c2c(NC(=O)C(Cl)Cl)oc(-c3cccs3)c2C#N)cc1	56
110	COc1ccc(-c2csc3c(=O)n(Cc4cc(=O)n5ccccc5n4)cnc23)cc1OC	-23*
111	c1ccc(-c2cc3ccccc3[nH]2)cc1	53
112	COc1ccc(C(=O)Nc2cccc(N3CCCCC3=O)c2)cc1	54
113	COc1cc(=O)n(-c2ccc(F)cc2)nc1C(=O)N1CCN(C(c2ccccc2)c2ccccc2)CC1	61
114	Cc1ccc(CCC(=O)Nc2ccc(SC(F)F)cc2)o1	59
115	O=S(=O)(CS(=O)(=O)Oc1ccccc1)Oc1ccccc1	47
116	CC(=O)Nc1ccc(S(=O)(=O)Nc2cccc(S(N)(=O)=O)c2)cc1Cl	59
117	O=C(NCc1cccnc1)Nc1csc([N+](=O)[O-])c1	47
118	O=C(Nc1nnc(Sc2ccnc3cc(Cl)ccc23)s1)c1cccs1	59
119	CCN(CC)CCNc1nc2c(OC)ccc(C)c2s1	75
120	FC(F)(F)c1c2c(nc3cc(C4CC4)nn13)-c1ccccc1CC2	47
121	Cc1cc(NC(=O)CCCSc2ccc(NC(=O)c3ccco3)nn2)on1	57
122	CC(C)Oc1ccc(C(=O)Nc2ccc3c(c2)CN(C(=O)c2cccs2)CC3)cc1	74
123	COc1ccc(Cl)cc1NC(=O)N1CCOCC1	67
124	O=C(NCC(c1cccs1)N1CCc2ccccc21)C(=O)Nc1cc(F)ccc1F (configuration not stated)	52
125	O=S(=O)(c1ccc(F)cc1F)N1CCN(c2ccc(-c3ccco3)nn2)CC1	81

Ordered by the number under RMI-FANCM inh (high to low): some entries from above
| # | SMILES | RMI-FANCM inh |
| --- | --- | --- |
| 106 | Cc1cc(C(F)(F)F)c(C#N)c(SCCc2ccccc2)n1 | 176 |
| 122 | CC(C)Oc1ccc(C(=O)Nc2ccc3c(c2)CN(C(=O)c2cccs2)CC3)cc1 | 74 |
| 113 | COc1cc(=O)n(-c2ccc(F)cc2)nc1C(=O)N1CCN(C(c2ccccc2)c2ccccc2)CC1 | 61 |
| 116 | CC(=O)Nc1ccc(S(=O)(=O)Nc2cccc(S(N)(=O)=O)c2)cc1Cl | 59 |
| 108 | CCOC(=O)Cc1csc(NC(=O)c2ccc(N3C(=O)CCC3=O)cc2)n1 | 56 |
| 117 | O=C(NCc1cccnc1)Nc1csc([N+](=O)[O-])c1 | 47 |

Carrying on.
No.	structure	RMI-FANCM inh
126	N#CC1(c2ccc(Cl)cc2)CCCCC1	61
127	COc1ccc(OC)c2c1sc(=NC(=O)c1cc(Cl)ccc1[N+](=O)[O-])n2C	59
128	CN(c1ccc(F)cc1)S(=O)(=O)c1c(-c2ccccc2)csc1C(N)=O	65
129	COc1cc(/C=C(\C#N)c2ccc(C)cc2)cc(OC)c1OC	52
130	C=C1C(=O)O[C@@H]2C[C@@]3(C)CCC[C@H](C)C3=C[C@H]12	58
131	CN(C)S(=O)(=O)c1ccc(C(=O)NCC2(c3cccs3)CCCC2)cc1	69
132	CN(Cc1ccccc1)C(=O)c1csc2nc(-c3ccc(F)cc3)cn12	71
133	CCOC(=O)c1csc(-c2ccc3c(c2)CCO3)n1	57
134	Cc1ccc2oc(C(=O)Nc3cccc(Cl)c3C)cc2n1	56
135	CCC(=O)Nc1ccc2c(c1)N(C(C)=O)CC2	69
136	Cc1ccc(N2CCCS2(=O)=O)cc1NC(=O)C(=O)NCCCc1ccccc1	75

Structures listed so far printed as active in RMI-FANCM inh:
No.	structure	RMI-FANCM inh
110	COc1ccc(-c2csc3c(=O)n(Cc4cc(=O)n5ccccc5n4)cnc23)cc1OC	-23*

From PubChem BioAssay
